ANO1 activ = activators or potentiators of mouse TMEM16A chloride channel | Q8BHY3 | HEK293 TMEM16A/YFP-H148Q/I152L, iodide quench fluorescence; active compounds read low | B-score at 10 µM | 0.3% of 340,000 active;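 active = fluorescence-ratio B-score plate-corrected deviation score at least 3 library SD below zero, with starting fluorescence score within 5 deviations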;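 also: channel opened by trigger with iodide after compound preincubation; score built on the fluorescence ratio of max minus min over baseline; more negative score means more quench and so TMEM16A activation or potentiation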
hERG rescue = hERG (human) protection from proarrhythmic block. CHO-hERG, FluxOR thallium flux, dofetilide IC70 present. 0.51% of 310,000 active. AID 1511. activation (rescue from dofetilide block), less the hit threshold, % at 10 µM;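 active = activation above the mean of controls blocked by dofetilide plus 5 SD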;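 also: thallium influx through hERG after potassium depolarization seen as dye fluorescence rise; in these data hits start at about 4.7%; inactives centre near -7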
KCNQ1 pot = potentiates or activates the human KCNQ1 potassium channel | CHO-K1 KCNQ1, thallium flux FluxOR fluorescence; active compounds read high | B-score at 10 µM | 0.35% of 310,000 active;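 active = fluorescence ratio B-score, a plate-corrected score, at least three library SD, with initial intensity B-score within 5 SD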
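Medium – assay buffer, equal DMSO in all wells · Material – CHO-K1 cell line with stable KCNQ1 potassium channel expression · Signal – kinetic FluxOR thallium fluorescence, 10-s 1-Hz baseline, 110-s post-stimulus read · Compound – single concentration per compound, DMSO matched to controls · Schedule – 37 °C overnight plating, 90-min dark dye load, 20-min compound pretreatment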
ANO1 block = mouse TMEM16A channel inhibition, primary screen | Q8BHY3 | HEK293 TMEM16A/YFP iodide influx fluorescence, ionomycin | normalized B-score (activity score, 25-100; higher = stronger inhibition) at 10 µM | 1.2% of 310,000 active | AID 588511;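 active = ratio plate-corrected score three or more library SD toward inhibition, starting fluorescence score within five deviations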;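 also: score derived from kinetic fluorescence span divided by baseline fluorescence per well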
RGS4 block = inhibitors of human RGS4; P49798; HEK293 M3R/RGS4 inducible, Fluo-4 calcium flux; active compounds read high; triggered by carbachol at its EC20; B-score at 10 µM; 0.45% of 310,000 active; AID 463165;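 active = B-score, a plate-corrected calcium signal, over three deviations above library mean, with baseline fluorescence within five deviations of library mean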;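 also: RGS4 expression induced by doxycycline in cells with stable M3 receptor; B-score is computed from the integrated fluorescence ratio over baseline after carbachol; higher B-score means a larger calcium signal and so more RGS4 inhibition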
Target sequence (P49798 whole entry, looked up): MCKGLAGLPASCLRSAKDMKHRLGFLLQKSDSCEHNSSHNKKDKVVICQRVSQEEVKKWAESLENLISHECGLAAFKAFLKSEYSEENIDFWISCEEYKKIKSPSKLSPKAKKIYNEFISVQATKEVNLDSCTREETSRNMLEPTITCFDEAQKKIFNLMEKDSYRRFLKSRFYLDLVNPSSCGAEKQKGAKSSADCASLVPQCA
KCNK3 block = human KCNK3 channel inhibition, primary screen. O14649. CHO-KCNK3 thallium flux, FluxOR fluorescence; active compounds read low. B-score at 10 µM. 0.84% of 340,000 active. AID 602410;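 active = B-score under library mean minus 4 SD, starting fluorescence ratio at most library mean plus 5 SD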;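 also: more negative B-score means stronger inhibition of thallium flux through KCNK3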
Target sequence (O14649 whole entry, looked up): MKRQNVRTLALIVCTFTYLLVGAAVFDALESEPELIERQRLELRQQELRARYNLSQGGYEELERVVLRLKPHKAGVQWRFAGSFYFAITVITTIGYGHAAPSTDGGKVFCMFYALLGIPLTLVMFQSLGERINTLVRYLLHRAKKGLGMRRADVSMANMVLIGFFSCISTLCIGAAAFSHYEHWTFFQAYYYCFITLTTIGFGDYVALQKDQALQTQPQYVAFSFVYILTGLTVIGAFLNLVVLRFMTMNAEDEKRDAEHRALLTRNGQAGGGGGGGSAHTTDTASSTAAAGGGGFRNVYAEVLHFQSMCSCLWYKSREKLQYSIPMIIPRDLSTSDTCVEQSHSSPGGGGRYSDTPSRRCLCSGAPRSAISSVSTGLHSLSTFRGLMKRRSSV
RGS4 pot = potentiators or activators of RGS4. 0.92% of 310,000 active. HEK293 M3R/inducible RGS4, carbachol calcium flux Fluo4; active compounds read low. B-score at 10 µM. AID 463111;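 active = B-score of the integrated calcium signal more than 4 SD below the library mean, with starting fluorescence not abnormally high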;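 also: negative B-score means reduced calcium response which marks RGS4 activation or potentiation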
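Material: Inducible-RGS4 HEK293 cells carrying M3 receptor; also added: carbachol at ECmax as muscarinic agonist stimulus; incubation: compound preincubation 20 min at room temperature before agonist; signal: Fluo4-AM (2 µM) calcium-flux fluorescence, kinetic read; measure: integrated calcium ratio converted to B score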
KCNK9 inh = blocks the human KCNK9 two-pore domain potassium channel; Q9NPC2; HEK293 KCNK9, FluxOR thallium flux fluorescence; active compounds read low; B-score at 10 µM; 1.2% of 310,000 active;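 active = ratio B-score over 3 SD below the library mean, with starting fluorescence within 5 SD of its mean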;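 also: negative B-score means less thallium flux so channel inhibition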
KCNQ1 block = inhibitors of human KCNQ1 potassium channel; P51787; CHO-K1 KCNQ1, FluxOR thallium flux fluorescence; active compounds read high; B-score at 10 µM; 1.3% of 310,000 active; AID 2642;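 active = compounds whose thallium flux B-score, printed positive for inhibition, exceeds three library SD while starting fluorescence stays within three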;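 also: channel opened by potassium depolarization with thallium stimulus after 20 min compound exposure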
MrgX1 allo act = human MrgX1 positive allosteric modulation, primary screen; AID 588675; Q96LB2; 0.63% of 310,000 active; MrgX1-HEK293, Fluo-4 calcium flux, FDSS; active compounds read high; B-score at 10 µM;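 active = plate-corrected calcium response at least 3 library SD above typical, normal starting fluorescence, not activating the receptor alone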;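 also: compound read alongside a low EC10 to EC30 dose of BAM8-22 agonist; peak minus trough fluorescence over baseline measured at the second addition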
Target sequence (Q96LB2 whole entry, looked up): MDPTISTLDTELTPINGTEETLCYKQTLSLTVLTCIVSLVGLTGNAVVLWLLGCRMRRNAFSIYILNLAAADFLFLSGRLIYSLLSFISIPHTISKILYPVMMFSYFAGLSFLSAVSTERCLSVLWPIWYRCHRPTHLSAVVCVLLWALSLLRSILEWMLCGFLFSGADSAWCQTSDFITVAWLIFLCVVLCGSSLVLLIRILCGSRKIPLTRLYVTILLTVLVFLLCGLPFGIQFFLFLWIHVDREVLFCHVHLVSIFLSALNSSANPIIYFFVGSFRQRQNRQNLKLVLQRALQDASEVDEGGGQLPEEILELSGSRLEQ
MrgX1 ag = activates human MrgX1 receptor signaling. AID 588627. MrgX1-HEK293 cells, Fluo-4 calcium fluorescence, agonist mode; active compounds read high. B-score at 10 µM. 0.44% of 310,000 active. Q96LB2;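 active = calcium response B-score plate-corrected fluorescence ratio at least 3 library SD, with starting fluorescence B-score inside 5 SD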
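Material – MrgX1-expressing HEK293 cells · Input – 15,000 cells seeded per well · Dosing – compound as first of three additions · Times – overnight seeding, then 1 h dark dye loading · Measured by – kinetic Fluo-4 NW fluorescence of intracellular calcium · Read-out – B-scored fluorescence response ratio · Benchmarks – positive and negative control wells on each plate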
Starred values were filed as active, the others as inactive; i = inactive; . = not tested or not shown.

compound | ANO1 activ | hERG rescue | KCNQ1 pot | ANO1 block | RGS4 block | KCNK3 block | RGS4 pot | KCNK9 inh | KCNQ1 block | MrgX1 allo act | MrgX1 ag
CN(C)c1ccc(-c2nc3cnccn3c2Nc2ccc3c(c2)OCCO3)cc1 | i | -12.2 | i | i | i | i | i | i | i | i | i
CC(=O)NC(CC(=O)NC(C)c1ccc(Cl)cc1Cl)c1ccccc1 (configuration not stated) | -31.7* | -4.9 | i | i | i | i | i | i | i | i | i
COc1ccc([C@@H]2[C@@H]3C(=O)N(C(C)(C)C)C(=O)[C@@H]3[C@]3(Cc4ccc(Cl)cc4)C(=O)N(c4ccc(OC)cc4)C(=O)N23)cc1 | i | -3.5 | i | i | i | i | i | i | i | i | i
COc1ccccc1C(O)c1nccn1C (configuration not stated) | i | -1.3 | i | i | i | i | i | i | i | i | i
Cc1cccc(NS(=O)(=O)c2cc(Cl)ccc2Cl)n1 | i | -1.5 | i | i | i | i | i | i | i | i | i
Cc1ccc(C(=O)/C=C\Nc2ccc(C)c(C)c2)cc1 | i | -6.3 | i | i | i | i | i | i | i | i | i
Cc1coc2c(C)c3oc(=O)cc(-c4ccccc4)c3cc12 | i | -6.2 | i | i | i | i | i | i | i | i | i
COc1ccc(-c2nn3c(COc4ccccc4)nnc3s2)cc1OC | i | -12.3 | i | i | i | i | i | i | i | i | i
COc1ccc2c(c1)-c1nc(/N=C/c3ccc(O)c(OC)c3)sc1CC2 | i | . | . | i | . | i | . | . | . | i | i
O=C(CSc1cccc(C(F)(F)F)c1)Nc1cc(S(=O)(=O)N2CCCC2)ccc1Cl | i | -6.4 | i | i | i | i | i | i | i | i | i
O=C(NCCCCNC(=O)c1c(F)c(F)c(F)c(F)c1F)c1c(F)c(F)c(F)c(F)c1F | i | -16.8 | i | i | i | i | i | i | i | i | i
CCOC(=O)c1ccc(OS(=O)(=O)c2ccccc2)c(OC)c1 | i | -11.3 | i | i | i | i | i | i | i | i | i
O=Cc1ccc(-n2cccn2)cc1 | i | -16.0 | i | i | i | i | i | i | i | i | i
Cc1csc(SCC(=O)c2c(N)n(CC(C)C)c(=O)n(C)c2=O)n1 | i | -12.5 | i | i | i | i | i | i | i | i | i
CCS(=O)(=O)N1CCCC(C(=O)c2ccc(OC)cc2C)C1 (configuration not stated) | i | -12.8 | i | i | i | i | i | i | i | i | i
Cc1nnc(SCC(=O)Nc2ccc3c(c2)OCO3)[nH]c1=O | i | -2.8 | i | i | i | i | i | i | i | i | i
CCCS(=O)(=O)c1c(S(=O)(=O)CCC)c2ccc(C(C)=O)cn2c1C(=O)OC | i | -9.2 | i | i | i | i | i | i | i | i | i
O=C(CCc1nc(-c2ccccc2F)no1)Nc1cccnc1 | i | -2.6 | i | i | i | i | i | i | i | i | i
Cc1c(Cc2ccccc2)c(=O)oc2c(C)c(OC(C)C(=O)NCC3CCC(C(=O)O)CC3)ccc12 (configuration not stated) | i | -4.0 | i | i | i | i | i | i | i | i | i
CCCCN(C(=O)Cn1nnc2ccccc21)C(C(=O)NCc1ccco1)c1ccncc1 (configuration not stated) | i | -3.0 | i | i | i | i | i | i | i | i | i
Cc1ccc(NC(=O)N(CCCN2CCOCC2)Cc2cccnc2)cc1C | i | -1.9 | i | i | i | i | i | i | i | i | i
Cc1ccc(NC(=O)CC(C)CC2=NS(=O)(=O)c3ccccc3N2)cc1 (configuration not stated) | i | -12.2 | i | i | i | i | i | i | i | i | i
COCCN(C(=S)Nc1c(C)cccc1C)C(C)c1cccs1 (configuration not stated) | i | -12.8 | i | i | i | i | i | i | i | i | i
COc1ccc(Cl)cc1S(=O)(=O)Nc1ccncc1 | i | -5.3 | i | i | i | i | i | i | i | i | i
CC1CCC(NC(=O)c2cc(S(=O)(=O)N3CCCCC3)c[nH]2)CC1 (configuration not stated) | i | -4.6 | i | i | i | i | i | i | i | i | i
CC1CCC2(CC1)NC(=O)N(CC(=O)NC(=O)NC1CCCC1)C2=O (configuration not stated) | i | -9.4 | i | i | i | i | i | i | i | i | i
COC(C(=O)Nc1ccc(S(=O)(=O)Nc2c(C)cccc2C)cc1)c1ccccc1 (configuration not stated) | i | -7.1 | i | i | i | i | i | i | i | i | i
Cc1cc(C(=O)Nc2ccccc2N2CCOCC2)c2ccccc2n1 | i | -12.3 | i | i | i | i | i | i | i | i | i
COc1ccccc1C(C(=O)NC1CCCC1)N(C(=O)c1csnn1)C1CC1 (configuration not stated) | i | -12.5 | i | i | i | i | i | i | i | i | i
CC1(C)CC(=O)C=C(Nc2ccc(Cl)cc2)C1 | i | -2.2 | i | i | i | i | i | i | i | i | i
CSc1ccc(CN2CCN(C(C)C)C(CCO)C2)cc1 (configuration not stated) | i | -7.0 | i | i | i | i | i | i | i | i | i
CN(C(=O)CSc1nncn1-c1ccccc1)c1ccccc1 | i | -3.9 | i | i | i | i | i | i | i | i | i
CCCC(=O)Nc1cc(OC)c(NC(=O)NC2CCCCC2)cc1OC | . | 1.1 | i | i | i | i | i | i | i | i | i
COc1ccc2nc(NC(=O)CSc3nc(SC)ns3)sc2c1 | i | -5.4 | i | i | i | i | i | i | i | i | i
COc1ccc(C(=O)NCC(=O)N2CCC(C)CC2)cc1OC | i | -8.0 | i | i | i | i | i | i | i | i | i
CC(=O)N1c2ccccc2NC(=O)C1(C)C | i | -6.2 | i | i | i | i | i | i | i | i | i
Cc1ccc2nc(-c3cccnc3)oc2c1 | i | -5.9 | i | i | i | i | i | i | i | i | i
Cc1ccc(C(=O)O)cc1N1C(=O)c2cccc3cc(Br)cc(c23)C1=O | i | -5.1 | i | i | i | i | i | i | i | i | i
COc1ccc(CCNc2cc(-c3ccccc3)nc3ncnn23)cc1 | i | -5.4 | i | i | i | i | i | i | i | i | i
NC(=NC(=O)c1ccc(OCC(F)(F)F)nc1)c1ccccc1 | i | -9.2 | i | i | i | i | i | i | i | i | i
Cc1csc(-c2coc3cc(O)cc(C)c3c2=O)n1 | i | -5.7 | i | i | i | i | i | i | i | i | i
COc1cc(NS(=O)(=O)c2ccc3[nH]c(=O)oc3c2)cc(OC)c1 | i | -10.2 | i | i | i | i | i | i | i | i | i
N#Cc1ccccc1Sc1ccccc1C(=O)N1CCOCC1 | i | -8.9 | i | i | i | i | i | i | i | i | i
CC1CCCCN1C(=O)C(=O)c1cn(CC(=O)N2CCCCCC2)c2ccccc12 (configuration not stated) | i | -10.2 | i | i | i | i | i | i | i | i | i
O=C(CN1C(=O)COc2ccccc21)NCC1CCCO1 (configuration not stated) | i | -4.8 | i | i | i | i | i | i | i | i | i
COC(=O)c1ccc(C(=O)OC)c(NC(=S)N2CCN(c3ccccc3F)CC2)c1 | i | -4.8 | i | i | i | i | i | i | i | i | i
CCOc1cccc(/C(O)=C2/C(=O)C(=O)N(Cc3ccco3)C2c2ccncc2)c1 (configuration not stated) | i | -5.9 | i | i | i | i | i | i | i | i | i
CCCCN(Cc1cccs1)S(=O)(=O)c1csc(C(N)=O)c1 | i | -9.0 | i | i | i | i | i | i | i | i | i
CCc1ccc(OCCCC(=O)Nc2nnc(C3CCCO3)s2)cc1 (configuration not stated) | i | -2.4 | i | i | i | i | i | i | i | i | i
Cc1ccc(SC(C)C(=O)Nc2cccc(N(C)S(C)(=O)=O)c2)cc1 (configuration not stated) | i | -7.8 | i | i | i | i | i | i | i | i | i

Continuation.
compound | ANO1 activ | hERG rescue | KCNQ1 pot | ANO1 block | RGS4 block | KCNK3 block | RGS4 pot | KCNK9 inh | KCNQ1 block | MrgX1 allo act | MrgX1 ag
CN(C)N=C1c2cc(S(=O)(=O)N(C)C)ccc2-c2ccc(S(=O)(=O)N(C)C)cc21 | i | -4.7 | i | i | i | i | i | i | i | i | i
CN(CC(=O)Nc1ccncc1)S(=O)(=O)c1ccc(Cl)cc1 | i | -7.1 | i | i | i | i | i | i | i | i | i
CCOC(=O)c1cnc(SCC(=O)c2ccccc2)nc1N | i | -10.0 | i | i | i | i | i | i | i | i | i
O=C(O)CN1C(=O)C2(OCCCO2)c2ccccc21 | i | -7.4 | i | i | i | i | i | i | i | i | i
CC1CCCN(Cc2c(O)ccc3c2O/C(=C\c2ccco2)C3=O)C1 (configuration not stated) | i | -29.9 | i | i | i | i | i | i | i | i | i
COc1cc(COCC(O)CN2CCCCC2C)cc(OC)c1OC (configuration not stated) | i | -2.2 | i | i | i | i | i | i | i | i | i
O=C(NCc1ccc(Cl)cc1)C(=O)c1c[nH]c2ccccc12 | i | -10.8 | i | i | i | i | i | i | i | i | i
CCOC(=O)N=S(=O)(Oc1ccc([N+](=O)[O-])cc1)c1ccccc1 (configuration not stated) | i | -7.4 | i | i | i | i | i | i | i | i | i
COC/C=C/C1=CC2=CC(=O)C(C)(OC(=O)c3cnc4ccccc4n3)C(=O)C2=CN1c1ccc(CO)cc1 (configuration not stated) | . | -5.3 | i | i | i | . | i | i | i | i | i
O=C(Nc1ccc2ccccc2n1)c1ccccc1Cl | i | -3.2 | i | i | i | i | i | i | i | i | i
CC(/C=C1\SC(=S)N(CC(=O)N2CCN(c3ccccc3)CC2)C1=O)=C\c1ccccc1 | i | -11.4 | i | i | i | i | i | i | i | i | i
COc1c(Cl)cc(Cl)cc1CNCCO | i | -0.3 | i | i | i | i | i | i | i | i | i
O=C(COc1ccc(S(=O)(=O)NCc2ccccc2)cc1Cl)NCC1CCCO1 (configuration not stated) | i | -5.9 | i | i | i | i | i | i | i | i | i
CCOC(=O)C1(Cc2cccc(OC)c2)CCN(Cc2cccc(O)c2)CC1 | i | -7.6 | i | i | i | i | i | i | i | i | i

Compound activity deposited in PubChem BioAssay by Johns Hopkins Ion Channel Center.
